PostGolgi ctrl: growth inhibition of yeast control strain, primary screen, counter-screen for post-Golgi transport modulator project. efflux-deficient yeast background strain, growth absorbance A615, 16 h. inhibition, % at 10 µM. 98,000 tested, 5% active; in the data active means inhibition above about 30%
sEH act: soluble epoxide hydrolase activators, primary screen, biochemical, human sEH; purified human sEH enzymatic activity, activator screen; activation, % at 2 µM; 91,000 tested, 0.04% active; AID 717, 2007; in the data active means activation above about 37%; further: values of inactives mirror those of a sister screen read the other way
sEH inh: soluble epoxide hydrolase inhibitors, primary screen, biochemical, human sEH; 91,000 tested, 0.34% active; Bifunctional epoxide hydrolase 2 (Homo sapiens), P34913; inhibition, % at 2 µM; recombinant human sEH enzymatic activity assay; in the data active means inhibition above about 80%; further: values of inactives mirror those of a sister screen read the other way; many of its hits are not listed in these tables
HUVEC prolif 384: inhibitors of HUVEC proliferation, primary screen, cell-based, 384-well | viability, % at 10 µM (by protocol) | 86,000 tested, 1.1% active | CellTiter-Glo luminescence, 72 h; active compounds read low;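 active means viability at or below 30%; inactive means viability above 30%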;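 further: 100% = median luminescence of DMSO-only cell control wells on each plate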
LYP act: LYP phosphatase activators, primary screen, biochemical, DiFMUP fluorescence, 2 µM | activation, % at 2 µM | Tyrosine-protein phosphatase non-receptor type 22 (Homo sapiens), Q9Y2R2 | recombinant LYP; 0 = plate median, 100 = signal doubled | 96,000 tested, 0.11% active;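 active means activation at 2 µM above a set limit, the mean plus 5 SD, cut at about 37% in these data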
Target sequence (Q9Y2R2 whole entry, looked up): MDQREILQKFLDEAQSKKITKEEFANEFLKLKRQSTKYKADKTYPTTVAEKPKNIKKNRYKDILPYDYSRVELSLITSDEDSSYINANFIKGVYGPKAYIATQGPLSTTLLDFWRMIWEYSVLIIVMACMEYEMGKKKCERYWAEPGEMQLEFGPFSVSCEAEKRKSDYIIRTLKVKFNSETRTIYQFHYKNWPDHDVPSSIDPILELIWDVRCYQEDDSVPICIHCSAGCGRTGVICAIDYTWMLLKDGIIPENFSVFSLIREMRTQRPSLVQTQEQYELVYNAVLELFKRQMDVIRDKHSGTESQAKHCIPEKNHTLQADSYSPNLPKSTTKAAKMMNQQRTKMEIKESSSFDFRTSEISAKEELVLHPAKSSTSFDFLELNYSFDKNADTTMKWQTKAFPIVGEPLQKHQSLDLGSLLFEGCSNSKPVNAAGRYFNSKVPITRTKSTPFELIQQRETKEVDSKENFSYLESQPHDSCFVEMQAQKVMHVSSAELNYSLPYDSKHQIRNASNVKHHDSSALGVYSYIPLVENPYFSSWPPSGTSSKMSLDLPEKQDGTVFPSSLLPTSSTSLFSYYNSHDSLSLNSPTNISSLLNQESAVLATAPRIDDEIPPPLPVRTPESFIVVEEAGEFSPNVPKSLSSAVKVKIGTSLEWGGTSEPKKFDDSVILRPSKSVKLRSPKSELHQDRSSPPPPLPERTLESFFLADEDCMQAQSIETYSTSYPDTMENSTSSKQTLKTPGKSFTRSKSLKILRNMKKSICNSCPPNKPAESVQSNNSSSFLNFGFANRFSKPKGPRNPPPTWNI
Lung fibro prol: antiproliferative effect on LL 47 fibroblasts – human, LL 47 cells, CellTiter-Glo luminescence, primary screen; 85,000 tested, 1.1% active; viability, % at 10 µM; LL 47 human lung fibroblast viability, ATP luminescence; active compounds read low;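 active means viability at or below 50% in the single dose screen; inactive means viability above 50%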;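 further: compound exposure lasted 72 h before the ATP readout; 100% = median luminescence of untreated cell-only wells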
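Assay system: human lung fibroblast line LL 47, low passage. Input: 1,150 fibroblasts seeded per well. Times: overnight cell rest, 72 h compound treatment at 37 °C. Evaluation: % viability of median cell-only signal. Technique: luminescent ATP detection, CellTiter-Glo. Control set: cell-only wells, no compound.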
S1P2 agonist: S1P2 receptor agonists, primary screen, cell-based; 97,000 tested, 0.46% active; activation, % at 4.5 µM; S1P2-expressing cell line, agonist reporter read-out; in the data active means activation above about 16%;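 further: 0% = vehicle low control and 100% = maximal reference agonist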
S1P2 blocker: human S1P2 receptor antagonists, primary screen, cell-based | 97,000 tested, 0.21% active | inhibition, % at 5 µM | cell-based S1P2 antagonist assay, inhibition at 5 uM | AID 736, 2007; in the data active means inhibition above about 45%;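 further: CRE beta-lactamase reporter cells expressing human S1P2 stimulated with S1P; 0% = agonist at EC80 alone and 100% = agonist plus reference antagonist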
H69AR growth 86K: proliferation blockers of H69AR lung cancer cells, primary screen, cell-based, human, 86K library; 85,000 tested, 6% active; H69AR lung tumor viability, ATP luminescence, 72 h; active compounds read low; viability, % at 10 µM;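 active means viability at or below 40%; inactive means viability above 40%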;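 further: multidrug resistant small cell line overexpressing MRP-1 efflux transporter; 100% = mean luminescence of untreated control wells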
Active calls of the source: *; / = not tested or not shown. This is a subset. The share of hits here may be higher or lower than overall.

SMILES	PostGolgi ctrl	sEH act	sEH inh	HUVEC prolif 384	LYP act	Lung fibro prol	S1P2 agonist	S1P2 blocker	H69AR growth 86K
O=C(Cn1cc2c(n1)CCCCC2)N1CCc2ccccc21	3	2	-2	/	0	/	-7	14	/
COC(=O)C1=C(C)N=C2SC(C)C(=O)N2C1/C=C/c1ccccc1OC (configuration not stated)	9	/	/	/	1	/	-3	16	/
CCOCCCNC(=O)C(NC(=O)c1ccc(=O)[nH]c1)c1ccccc1 (configuration not stated)	6	8	-7	106	3	101	-4	-18	97
Cn1c(CC(=O)Nc2ccccc2)nnc1SCC(=O)c1ccccc1	-5	-12	12	93	-10	93	-4	10	82
COC(=O)c1ccc(C)c(NS(=O)(=O)c2ccc(NC(C)=O)cc2)c1	-15	-3	3	95	0	104	-1	23	55
Cc1nc(-c2ccc(C(=O)O)cc2)cs1	3	4	-4	101	-8	94	-1	-9	91
COC(=O)c1ccccc1NC(=O)Oc1ccc(C(C)C)cc1	6	2	0	/	8	/	-1	4	/
O=c1cc(-c2ccco2)nc(-c2cccs2)o1	-6	/	/	79	-1	93	-2	5	85
N#Cc1nc(-c2ccccc2F)oc1NCCN1CCOCC1	11	22	-25	96	1	94	-1	1	92
Cc1cc(C)n(-c2nnc3n2N=C(c2ccccc2)CS3)n1	0	-4	4	88	2	105	-3	10	82
Cc1cc(C)nc(-n2nc(C)cc2NC(=O)CN2CCC(C)CC2)n1	9	17	-15	112	-3	92	-2	-11	9.5*
O=C(/C=C/Nc1ccccc1Br)c1ccccn1	-6	-1	2	66	-4	75	-2	-9	67
C/C(=N\NC(=O)c1cccc(F)c1)c1ccc(Br)s1	0	-39	38	/	5	/	-4	-6	/
O=C(CN1CCN(c2ncc(C(F)(F)F)cc2Cl)CC1)NCCNc1ncc(C(F)(F)F)cc1Cl	85*	-8	10	76	8	102	-2	-15	3.8*
COc1cc(-c2noc(-c3cccs3)n2)cc(OC)c1OC	7	4	2	88	0	90	-3	-26	90
Cc1ccc(CNC(=O)C2CCN(S(=O)(=O)N3CCOCC3)CC2)cc1	6	-27	28	96	3	102	-6	4	98
CN1C(=O)CC(Sc2ccccc2C(=O)O)C1=O (configuration not stated)	-4	1	-2	99	10	101	-3	18	85
CCOC(=O)CNC(=O)c1cc(-c2ccc3c(c2)OCCO3)oc1C	9	16	-16	77	7	99	-5	18	75
Cc1noc(C)c1COC(=O)c1cc2c3ccccc3n(C)c2s1	37*	1	-1	108	-8	/	-5	-8	79
Cc1cnc(-c2nnc(N(C)C(=O)C3CCCO3)s2)cn1 (configuration not stated)	-2	-1	2	86	-3	98	-9	8	90
COc1ccc(-c2noc(CCC(=O)Nc3nc4ccccc4s3)n2)cc1	0	-4	3	93	-2	106	-5	-1	92
O=C1Nc2ccccc2OC1CC(=O)N1CCOCC1 (configuration not stated)	6	/	/	107	-1	104	-7	-7	89
CCn1c(NCc2cccs2)nc2ccccc21	6	10	-10	104	-6	91	-1	15	108
CC1(C)Cc2c(sc3[nH]c(=S)n(Cc4ccccc4)c(=O)c23)CO1	2	8	-5	57	0	88	-5	-4	46
COCCNS(=O)(=O)c1ccc(SC)cc1	-9	10	-11	99	2	97	-3	3	90
Cc1ccc(-c2c(C(=O)N3CCOCC3)oc(=O)c3ccccc23)cc1	1	8	-7	113	0	99	-4	-11	106
CC(=O)N(c1ccccc1)c1nc(C)cc(C)c1C#N	/	4	-3	100	-2	99	-5	-15	102
CCOc1ccc(NCc2nnc(SCC(=O)Nc3cc(C)on3)n2-c2ccccc2OC)cc1	0	-2	5	65	12	80	1	-26	12*
CCCCN(CC)C(=O)c1cccc(Cl)c1	5	-10	13	100	-9	103	-10	-10	99
c1ccc(NC2=Nc3ccccc3CS2)cc1	5	1	0	94	-9	/	-3	-1	100
O=C(NC(NNc1ccc([N+](=O)[O-])cc1)(C(F)(F)F)C(F)(F)F)c1ccccc1Cl	44*	-6	6	/	2	/	0	-18	/
C/C(=N\NC(=O)c1ccccc1C)c1cccc([N+](=O)[O-])c1	8	1	1	/	6	/	0	-5	/
CCc1ccc(NC(=O)CCNS(=O)(=O)c2cccc3nonc23)cc1	1	/	/	89	/	92	/	/	92
CCOC(=O)c1cc2c(ccn2C)n1CC(=O)N1CCCC(C)C1 (configuration not stated)	1	-5	5	107	0	106	-6	4	85
Cc1ccc2nc(NC(=O)CSc3nc4c(c(=O)n3C)SC(C)C4)sc2c1 (configuration not stated)	27	-7	9	101	-8	93	-7	12	65
CC1CCN(CCCn2c(=S)[nH]c3ccccc3c2=O)CC1	-1	1	-2	96	3	102	-5	5	90
CCOC(=O)C1CCN(C(=O)COc2ccc(Cl)cc2C)CC1	13	-12	12	91	5	103	-2	-11	94
Cc1cc(NC(=O)CSc2ncccn2)no1	/	-1	0	101	2	101	-9	5	100
Clc1ccc(OCc2cc(-c3ccccc3)no2)cc1Cl	4	8	-6	/	18	/	-2	-8	/
CCn1c(=O)c(C(=O)NCCNCCO)c(O)c2ccccc21	-3	-4	5	88	4	89	-8	6	82
CCOc1ccccc1CNC(=O)C1CCCN(c2nc3ccccc3o2)C1 (configuration not stated)	3	/	/	91	-6	97	-9	-2	77
CCSc1nc2c(c(-c3ccc(C)o3)c1C#N)CCCC2	/	-15	16	103	-9	93	-8	1	81
Cc1cc(C)n(C(=O)CNC(=O)CCc2ccccc2)n1	17	-7	7	96	8	103	-1	1	84
Cc1ccc(C(=O)COC(=O)c2cccs2)cc1	/	16	-17	102	12	113	-3	9	95
COc1ccc(N2CCN(C(=O)COc3ccc4ccccc4c3)CC2)cc1	4	-4	7	98	1	91	0	-1	67
CCOC(=O)c1ccc(NC(=O)CN2C(=O)CSC2=O)cc1	-1	-8	8	105	-4	109	-3	15	92
Cc1nc2ccccc2cc1O	11	-3	5	97	-2	98	-1	-19	102
CCOc1cc(CNn2nnnc2N)cc(Cl)c1OCC(=O)NC(C)(C)C	6	5	-4	93	-4	101	-5	-2	85
N#Cc1cc(Cl)c(N2CCOCC2)cc1C#N	7	-3	2	68	-5	85	0	-23	91
COC(=O)C1=C(C)N=C2SC(C)C(=O)N2C1/C=C/c1ccccc1 (configuration not stated)	12	-5	8	89	-7	95	-7	-3	86
COc1ccc(C2=NOC(C(=O)O)C2)cc1 (configuration not stated)	3	-1	2	/	12	/	-1	-6	/
CSc1nsc(SCC(=O)NC2CCCCC2)n1	6	-33	31	92	15	106	-9	9	96
CC(=O)NCCOc1nc(N(C)C)nc(N(C)C)n1	4	-9	9	88	3	98	-1	14	93
Cc1occc1-c1nnc(SCC(=O)N(C)CCC#N)n1N	0	-2	3	99	12	96	-7	-6	103
COc1cccc(C2=NOC(C(=O)NC3CCCCC3)C2)c1 (configuration not stated)	-6	-16	16	105	-6	101	-2	-13	96
COc1ccc(N2CCN(C(CNC(=O)c3ccc4c(c3)OCO4)c3cccnc3)CC2)cc1 (configuration not stated)	7	-7	7	104	-1	101	0	-2	78
NC(=O)CCCC1=NS(=O)(=O)c2ccccc2N1	5	20	-18	98	12	98	-5	3	83
CC(=O)C1=C(C)NC(SCc2cccc([N+](=O)[O-])c2)=C(C#N)C1c1ccco1 (configuration not stated)	8	-2	4	/	6	/	-3	-26	/
CCOC(=O)CNC(=O)COc1ccc(Cl)cc1Br	9	-1	5	96	-5	95	-2	3	97
COC(=O)C1=CN(C2CC2)C=C(C(=O)OC)C1c1ccc(C(=O)OC)cc1	14	/	/	93	/	95	/	/	80

Entries above with a cyano group:
SMILES	PostGolgi ctrl	sEH act	sEH inh	HUVEC prolif 384	LYP act	Lung fibro prol	S1P2 agonist	S1P2 blocker	H69AR growth 86K
N#Cc1nc(-c2ccccc2F)oc1NCCN1CCOCC1	11	22	-25	96	1	94	-1	1	92
CC(=O)N(c1ccccc1)c1nc(C)cc(C)c1C#N	/	4	-3	100	-2	99	-5	-15	102
CCSc1nc2c(c(-c3ccc(C)o3)c1C#N)CCCC2	/	-15	16	103	-9	93	-8	1	81
N#Cc1cc(Cl)c(N2CCOCC2)cc1C#N	7	-3	2	68	-5	85	0	-23	91
Cc1occc1-c1nnc(SCC(=O)N(C)CCC#N)n1N	0	-2	3	99	12	96	-7	-6	103
CC(=O)C1=C(C)NC(SCc2cccc([N+](=O)[O-])c2)=C(C#N)C1c1ccco1 (configuration not stated)	8	-2	4	/	6	/	-3	-26	/

Following part:
SMILES	PostGolgi ctrl	sEH act	sEH inh	HUVEC prolif 384	LYP act	Lung fibro prol	S1P2 agonist	S1P2 blocker	H69AR growth 86K
O=C1CC(SCCO)C(=O)N1c1ccc(Oc2ccccc2)cc1 (configuration not stated)	-8	-4	4	104	1	107	-2	13	95
CCCn1c(SCCc2ccccc2)nc2c1c(=O)[nH]c(=O)n2C	20	/	/	88	/	95	/	/	95
O=C(CNCCC1=CCCCC1)Nc1ccccc1N1CCCCC1	27	4	-2	101	-4	94	-1	-18	77
Cc1cc(C)n(C(=O)c2ccc(S(=O)(=O)N3CCCC3)cc2)n1	12	8	-8	93	0	98	-5	-5	61
COc1nnc(-c2ccc(N3CCOCC3)c(NC(=O)C3CCCCC3)c2)c2ccccc12	-8	9	-8	/	4	/	0	-2	/
Cc1ccc(OCCN2C(=O)OC(C)(C)C2(C)O)cc1 (configuration not stated)	18	-5	6	96	2	94	-6	-11	95
CCCNC(=O)c1noc2c1CCc1ccccc1-2	1	3	-3	/	-4	/	0	2	/
N#Cc1c(/N=C/c2cc3ccccc3s2)sc2c1CCC2	/	0	1	86	4	85	-3	-20	66
Cc1onc(-c2ccccc2)c1C(=O)N/N=C(\N)COc1ccc(Cl)cc1	6	-12	12	/	0	/	-2	-7	/
CCOc1ncccc1C(=O)OCC(=O)c1ccc(Cl)s1	3	12	-14	92	-4	104	-1	-12	84
CCCCn1nc(-c2ccccc2)c2nc3ccccc3nc21	4	4	-5	113	-7	96	-8	17	81
CC1CC(=O)NN=C1c1ccc(N(C)C)c([N+](=O)[O-])c1 (configuration not stated)	2	1	2	/	8	/	-2	5	/
Cc1ccc(OCC(O)Cn2c(=N)n(CCN3CCCCC3)c3ccccc32)cc1 (configuration not stated)	3	/	/	/	5	/	-7	35	/
Cc1cc(N2C(=O)CC(Cc3ccccc3)C2=O)no1 (configuration not stated)	1	-3	3	97	-2	100	-3	23	89
CCCOC(=O)CCCCC1SCC(NC(=O)OC)C1NC(=O)OC (configuration not stated)	6	/	/	103	/	101	/	/	92
CCOC(=O)C1=C(C)N=C2c3ccccc3C(=O)C2C1c1ccccc1 (configuration not stated)	12	-10	12	/	12	/	-4	10	/
COc1ccc(C(=O)NCc2ccc(-c3nc4ccccc4s3)cc2)cc1OC	14	-22	25	/	-6	/	-7	-7	/
CSc1nc(Oc2cccc(C(F)(F)F)c2)cc(C(F)(F)F)n1	2	10	-10	/	2	/	0	-29	/
CC(C)NC(=O)c1c2c(nc3ccccc13)CCCC2	/	8	-2	88	-4	100	-3	0	33*
CC(CN1CCOCC1)OC(=O)c1ccc2c(c1)OCCO2 (configuration not stated)	2	21	-19	104	-16	103	-1	13	106

Source: PubChem BioAssay
